# Compound activity: PubChem, National Center for Advancing Translational Sciences (NCATS)
# Nrf2 activator – activates Nrf2 signaling; AREc32 ARE-luciferase reporter (MCF7-derived line), luminescence, 24 h; Potency, µM (doses to about 46.1 µM), without a hit: top-dose activation, most hits filed as activators; 410,000 compounds, 0.31% hits; also: potency is read from the fitted curve at half-maximal effect; % of control where 0% means no effect; nearly all actives have a fitted effect of over 65% in size
#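 Steps: seed AREc32_Fluc cells (1000/well, 5% FBS OPTI-MEM); incubate overnight at 37 deg C; add 23 nL compound; incubate 24 hr; add Steady-Glo; hold 30 min RT; read luminescence.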
# TGFb inhibitor – blocks TGF-b signaling; AID 588855; HepG2 CAGA-GFP TGF-b/SMAD3 reporter, GFP fluorescence, 18 h; TGF-beta stimulated, 500 pg/mL final; 410,000 compounds, 1.2% hits; Potency, µM (series often up to 46.1 µM), without a hit: at the top dose activity, negative = inhibition, hits mostly inhibitors; also: potency is read from the fitted curve at half-maximal effect; % is scaled to controls: 0 for no effect and ±100 for the full control effect; nearly all actives have a fitted effect of over 65% in size
#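 Smad-responsive CAGA-GFP expression was quantified in HEPG2 cells exposed to compounds and 500 pg/mL final TGF-beta for 18 h at 37 degrees C; unstimulated wells defined full inhibition.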
# CCT modulator – modulators of cytosolic chaperonin (CCT/TRiC) activity; purified chaperonin ATPase assay, HTRF ADP detection, 30 min; activity change, % (concentration not given with the values), hits read low; 360,000 compounds, 0.3% hits; in the data active = activity change below about -30%; also: % is scaled to controls: 0 for no effect and ±100 for the full control effect
#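 ATPase activity: ADP formed was measured by HTRF Transcreener (665/615 nm ratio) after 30 min at 37 deg C with 10 uM ATP. Compounds screened at one 76 uM concentration against 40 or 20 nM TRiC in Tris pH 7.4/KCl/MgCl2/DTT buffer.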
# MmCpn inh – M. maripaludis TRiC chaperonin inhibition. purified Mm-Cpn ATPase, ADP Transcreener TR-FRET. Potency, µM (series often up to 76.9 µM), for inactives: at the highest dose activity, negative = inhibition, usual class: inhibitors. 330,000 compounds, 0.031% hits. AID 504842; also: potency is read from the fitted curve at half-maximal effect; % is scaled to controls: 0 for no effect and ±100 for the full control effect; nearly all actives have a fitted effect of over 80% in size
#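 Purified archaeal chaperonin (25 nM final) was preincubated with compound for 10 min at 37°C, then ATP (10 uM final) was added for 30 min at 37°C in Tris pH 7.4/KCl/MgCl2/DTT buffer. ADP was quantified by HTRF Transcreener TR-FRET.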
# Nrf2 inh – blocks Nrf2 signaling | A549 ARE-Fluc reporter, luciferase luminescence, 18-24 h | Potency, µM (doses to about 46 µM), for the others: top-dose activity change, negative = inhibition, actives largely listed as inhibitors | 360,000 compounds, 2.1% hits; also: potency is read from the fitted curve at half-maximal effect; % is scaled to controls: 0 for no effect and ±100 for the full control effect; nearly all actives have a fitted effect of over 60% in size
#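 Two sequential reads on A549 ARE_Fluc cells exposed to compound for 18-24 h: a CellTiter-Fluor fluorescence read for viability, then a luciferase luminescence read for Nrf2/ARE activity.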
# HepG2 viability – counter-screen for TGF-b inhibitors: cytotoxicity in HepG2 cells; HepG2 CAGA-GFP viability, ATP luminescence, 18 h; Potency, µM (doses to about 46.1 µM), for the others: at the top dose activity change, negative = cytotoxicity, usual class: cytotoxic; 410,000 compounds, 0.76% hits; AID 588856; also: potency is read from the fitted curve at half-maximal effect; some results filed as inactive show a strong effect at the top dose
#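 HepG2 CAGA-GFP cells (1000/well, DMEM with 1% FBS) received compound, then TGF-beta at 500 pg/mL final, and were incubated 18 hours at 37 degrees C. Viability was read by CellTiter-Glo luminescence. Media-only wells were set as complete cell-killing and DMSO as no toxicity.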
# A549 viability – A549 cytotoxicity, counter-screen for Nrf2 inhibitors; A549 ARE-Fluc cells, CellTiter-Fluor viability, 18-24 h; Potency, µM (doses to about 46 µM), inactives show top-dose activity change, negative = cytotoxicity, actives largely listed as inhibitors; 390,000 compounds, 0.16% hits; also: potency is read from the fitted curve at half-maximal effect; % is scaled to controls: 0 for no effect and ±100 for the full control effect
#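 A549 ARE-Fluc cells in 5% FBS OPTI-MEM, 5000 cells/well, rested 2 h then exposed to compounds in concentration-response for 18-24 h at 37 °C. Viability by CellTiter-Fluor fluorescence (Ex 405/Em 525) after 30 min; luciferase luminescence (BugLite, 15 min, RT) read afterwards.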
# Abeta yeast res – A-beta toxicity reversal in yeast; 410,000 compounds, 0.063% hits; yeast expressing A-beta42, growth rescue, OD600, 48 h; response scale: 0% DMSO, 100% iron-clioquinol control; Potency, µM (top dose mostly 46.1 µM), without a hit: at the top dose growth rescue, most hits filed as activators; AID 1347071; also: potency is read from the fitted curve at half-maximal effect; nearly all actives have a fitted effect of over 55% in size
#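 Yeast growth medium received pinned compounds, then yeast cells expressing toxic A-beta were added; plates incubated at 30 C for 48 hr. Growth read as absorbance at 600 nm, normalized to DMSO and equimolar FeCl3 plus clioquinol controls.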
# Akt phos inh – blocks phosphorylation of Akt. Neuro2A IGF-stimulated pAkt S473 HTRF, 20 min; hits give low values. activity change, % for hits at 50 µM. 360,000 compounds, 0.32% hits. AID 651550; in the data active = activity change below about -80%; inconclusive = mostly about -51% to -80%; also: % is scaled to controls: 0 for no effect and ±100 for the full control effect
#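 Neuro2A cells (4,500/well, DMEM with 0.5% FBS) were treated with compound at a single 50 µM final concentration, stimulated with 6 nM IGF for 20 min at 37 °C, and lysed. Phospho-Akt Ser473 was read by HTRF as 665/615 ratio ×10^4.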
# Active calls of the source: *; i = inactive; u = inconclusive; x = not tested or not shown; & = joins results of further samples; [ ] = remark or other dose. Unless noted, calls follow the shape of the dose curve; as a rule, active = well fitted curve in the direction sought with a large enough effect; inconclusive = small, poorly fitted or top-dose-only effect, or another doubt; inactive = no such curve, though single readings can be large; an effect the other way counts as inactive or inconclusive.
smiles	Nrf2 activator	TGFb inhibitor	CCT modulator	MmCpn inh	Nrf2 inh	HepG2 viability	A549 viability	Abeta yeast res	Akt phos inh
COc1ccc(OCC(=O)NNC(=O)c2c(-c3ccccc3Cl)noc2C)cc1	-0.6%	19%	0.3	-2%	-8%	-8%	6%	-4%	i
COc1cc(C2C(=O)N(C3CCCCC3)CC(=O)N2Cc2ccc(C)cc2)ccc1OC(C)C (stereo unspecified)	-1.0%	11%	x	x	x	-3%	-6%	-10%	x
C=CCOC(=O)C1=C[C@@H](c2ccc3c(c2)OCO3)C[C@@H](OCCCCO)O1	3.3%	-2%	-1.3	x	8%	9%	0%	-9%	i
CC1=C(C(=O)OCC2CCCO2)C(c2ccc(F)cc2)NC(=O)N1 (stereo unspecified)	0.1%	-17%	-1.0	0%	u	4%	-3%	9%	i
CC1Oc2ccccc2C(=O)N(CC(=O)c2ccc3c(c2)OCCO3)C1=O (stereo unspecified)	-0.6%	11%	-2.1	-6%	-20%	14%	1%	-7%	i
O=C(NC1(C(F)(F)F)C(=O)Nc2c1c(=O)[nH]c(=O)n2-c1ccccc1)c1cccnc1 (stereo unspecified)	3.1%	12%	0.5	-8%	9%	-10%	16%	5%	i
O=C(OCc1cc2ccccc2[nH]c1=O)c1ccc([N+](=O)[O-])cc1	-0.7%	34%[activator]	-3.4	-1%	0%	12%	-5%	x	i
CCOc1ccc(NC(=O)CSc2nc(-c3ccccc3)c3cc(OCC)ccc3n2)cc1	0.1%	12%	x	x	10%	4%	0%	-9%	x
COc1cccc(NC(=O)c2ccccc2-c2nc(-c3ccc(F)cc3)no2)c1	5.2%	-16%	2.7	-5%	0%	1%	4%	0%	i
COc1ccc(C(=O)/C=C/Nc2cccc(O)c2)cc1	-0.2%	-20%	2.1	-1%	4%	6%	8%	-6%	x
O=C(O)COc1ccccc1-c1nc(-c2ccccc2)c(-c2ccccc2)[nH]1	-0.6%	-8%	-1.0	-3%	-10%	-5%	-5%	7%	i
CCOC(=O)c1cc2c(=O)n3ccccc3nc2n(CC(C)C)c1=NC(=O)c1c(-c2c(F)cccc2Cl)noc1C	-0.1%&-0.2%	2%&10%	0.1	1%	u	-19%&-23%	0%&-11%	-6%&7%	i
O=C(O)CCC1(C(=O)O)CCC(=O)c2ccccc21 (stereo unspecified)	-0.4%	u	-12	x	0%	-11%	2%	5%	i
COC(=O)c1ccc(CNC(=O)c2nc(Cn3nc(C)c(Br)c3C)no2)cc1	-0.3%	u	x	x	-11%	-19%	8%	0%	x
COc1ccc(-c2noc(-c3ccccc3C(=O)Nc3cccnc3)n2)cc1	3.9%	5%	0.2	-2%	x	2%	-20%	-6%[9.22 µM]	i
O=C(c1cnsn1)N1CCC(CO)(Cc2ccc(Cl)cc2)CC1	4.8%	-4%	-3.8	-8%	-12%	7%	-3%	17%	i
CC(C)CN(C(=O)CN(C)C(=O)Cc1ccccc1Cl)c1c(N)n(CC(C)C)c(=O)[nH]c1=O	0.5%	-18%	3.0	-1%	-9%	2%	0%	19%	i
Cn1c(=O)oc2cc(S(=O)(=O)NCCC(=O)NC3CCCc4ccccc43)ccc21 (stereo unspecified)	0.2%	-4%	-1.3	-4%	x	6%	-4%	13%	x
CCOC(=O)C1=C(c2ccccc2)N=c2s/c(=C\c3cccc(O)c3)c(=O)n2C1c1cccs1 (stereo unspecified)	-0.8%	u	-0.5	-8%	26µM*	14µM*	u	-1%	i
Cc1ccc(OCCC(=O)OCC(=O)Nc2ccc(Cl)cn2)cc1	0.1%	2%	0.7	-6%	4%	6%	-2%	-2%	i
COc1ccc(-c2csc(NC(=O)COC(=O)C3=COCCO3)n2)cc1	4.2%	-4%	-2.8	1%	u	-29%	u	-8%	i
CCn1c(Cc2ccccc2)nnc1SCC(=O)Nc1nc(C)c(C)s1	-0.1%	40%[activator]	0.8	0%	x	3%	6%	-8%	i
CCc1ccccc1NC(=O)N[C@H](C(=O)O)C(C)C	-0.6%	u	1.1	1%	-22%	-1%	-16%	-6%	i
O=C(c1ccco1)N1CCN(C(c2ccccn2)c2nnnn2C2CCCC2)CC1 (stereo unspecified)	0.1%	25%	-1.0	-1%	-3%	4%	u	1%	i
Cn1cccc1C(=O)OCc1cc(-c2ccco2)on1	22%	-1%	-0.5	0%	u	-3%	2%	6%	i

# Part of the list above with just Nrf2 activator:
compound	Nrf2 activator
COc1ccc(-c2noc(-c3ccccc3C(=O)Nc3cccnc3)n2)cc1	3.9%
O=C(c1ccco1)N1CCN(C(c2ccccn2)c2nnnn2C2CCCC2)CC1 (stereo unspecified)	0.1%

# The list continues:
smiles	Nrf2 activator	TGFb inhibitor	CCT modulator	MmCpn inh	Nrf2 inh	HepG2 viability	A549 viability	Abeta yeast res	Akt phos inh
Cc1cc(C)c(-n2c(SCCS(=O)(=O)c3ccc(F)cc3)n[nH]c2=O)c(C)c1	8.9µM*	-12%	-1.8	0%	1%	-10%	0%	2%	i
CCc1ccc(N2CC(O)(c3cccs3)[N+]3=C2SCCC3)cc1 (stereo unspecified)	2.5%	-1%	-0.9	-4%	-22%	-15%	-29%	10%	i
COC(=O)C1=C(C)N(Cc2ccccc2)C(=NCCN2CCOCC2)N[C@H]1CCc1ccccc1	3.2%	-3%	-1.2	3%&3%	9%	-7%	-12%	7%	i
CC(C)CC(NC(=O)OCc1ccccc1)C(=O)NC(Cc1c[nH]c2ccccc12)C(=O)O (stereo unspecified)	-0.8%	60%[activator]	-3.0	x	x	16%	x	-9%	i
CCS(=O)(=O)NCC(c1ccco1)N1CCN(c2ccccc2F)CC1 (stereo unspecified)	0.2%	-9%	-0.9	1%	11%	-9%	-8%	-2%	i
COc1ccc(-n2nnnc2SCC(=O)N(C)C2CCS(=O)(=O)C2)cc1 (stereo unspecified)	-0.1%	-5%	0.6	3%	24%	-15%	5%	-4%	i
Brc1c(CSc2nc3ccccc3s2)nc2ncccn12	8.7%	u	-1.0	-10%	u	-42%	16%	-27%	i
COC(=O)Cc1c(O)ccn(CCc2ccccc2)c1=O	-0.3%	10%	0.7	-1%	0%	1%	0%	-4%	i
O=C(CCNS(=O)(=O)c1ccccc1)NCCCSc1ccccc1	16%	-13%	-2.7	1%	15%	-8%	-1%	0%	i
CCCC(=O)Nc1cccc(C(=O)Nc2nccs2)c1	-0.7%	4%	-0.5	1%	-1%	-4%	2%	-2%	i
COc1ccc(Nc2nc(-c3cccnc3)nc3ccccc23)cn1	0.8%	6%	-0.5	-6%	u	-4%	-1%	-7%	i
c1csc(-c2nc3nc4ccccc4nc3n2Cc2ccc3c(c2)OCO3)c1	2.5%	-9%	0.9	1%	-17%	0%	-17%	6%	i
Cc1c(CCC(=O)N2CCC[C@H]2C(=O)O)c(=O)oc2cc3oc4c(c3cc12)CCCC4	-1.5%	23%	0.2	-8%	u	-6%	1%	-19%	i
CCN1C(=O)/C(=C/c2cn(C)nc2C)SC1=S	-0.8%	11%	0.6	0%	x	9%	-3%	-14%	x
O=C(NC1CCS(=O)(=O)C1)/C(=C\c1ccccc1)NC(=O)c1ccccc1 (stereo unspecified)	-0.4%	7%	0.4	1%	15%	5%	1%	6%	i
Cc1ccc(S(=O)(=O)NC(C)(C)CSc2nnc(Nc3ccccc3)s2)cc1	4.3%	u	-1.8	3%	u	-27%	u	14%	i
Cc1cccc(C)c1NC(=O)CN1CCN(C(=O)CNC(=O)c2ccc(-c3ccccc3)cc2)CC1	0.5%	-7%	-0.6	x	x	-28%	x	3%	i
Cc1ccc(Cl)cc1-n1ncc2c(NNC(=O)c3ccco3)ncnc21	-0.8%	-16%	1.0	0%	-10%	18%	-5%	4%	i
O=S(=O)(c1ccc(Cl)cc1)c1nnn2c1nc(NC1CCCC1)c1sccc12	-0.8%	-1%	x	x	u	6%	-7%	-11%	x
Cc1cccc(OC(C)C(=O)N2CCCN(C)CC2)c1C (stereo unspecified)	0.3%	2%	-1.2	-2%	-5%	0%	2%	9%	i
CN(CC(=O)Nc1ccccc1C(F)(F)F)C(=O)c1ccc(-c2ccc(Cl)cc2)o1	0.2%	u	-1.2	-6%	-25%	0%	-6%	-21%	i
COc1cc(OC)c(NC(=O)c2c3c(nn2C)-c2ccccc2SC3)cc1Cl	-0.9%	-32%	x	x	u	-20%	-27%	1%	x
COc1ccc(S(=O)(=O)N(C)C)cc1NCC(=O)Nc1ccc(F)cc1F	2.0%	13%	1.4	0%	-1%	-6%	6%	-5%	i
CC(=O)Nc1ccc(S(=O)(=O)Nc2nc(CN3CCOCC3)nc3sc4c(c23)CCCC4)cc1	0.3%	0%	1.8	0%	-14%	-27%	-5%	11%	i
COc1cccc(CNC(=O)Cn2nc(-c3ccc(C)cc3)ccc2=O)c1	-0.2%	u	x	x	x	-8%	4%	1%	x
Cc1cccc(Cn2c(=O)n(CCC(=O)NCCc3ccc(Cl)cc3)c(=O)c3sccc32)c1	-0.9%	-4%	x	x	5%	-3%	5%	-15%	x
CCOC(=O)NCCOC(=O)Nc1ccc(Cl)cc1	0.1%	-2%	2.3	2%	u	6%	-1%	-12%	i
COC(=O)c1ccc(COC(=O)c2cccn2C)o1	-0.5%	7%	-0.1	-1%	-11%	3%	-14%	5%	i
